Source: PubChem (Sanford-Burnham Center for Chemical Genomics)
CHOP UPR activ = apoptotic UPR (CHOP) activation; activation, % at 10 µM; CHO-CHOP luciferase reporter, luminescence; percent of tunicamycin response over DMSO baseline; hit rate 0.34% among 330,000;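 active = at 10 µM dose, activation of 40% or more, normalized to positive control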;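 note: 100% = tunicamycin at 10 µg/mL and 0% = DMSO alone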
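Test system: CHO-CHOP cells, stable luciferase reporter of PERK-eIF2a-CHOP signalling | Quantity: 500 CHO-CHOP cells per well | Buffer or medium: F12 plus 10% serum | Compound dosing: 10 µM single point, 0.5% DMSO | Schedule: 6 h compound treatment, 37 °C | Signal: Luciferase luminescence | Control set: Tunicamycin high control, DMSO low control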
Mdm2 MdmX PPI = inhibitors of human Mdm2/MdmX interaction | O15151+Q00987 | SaOS-2 split-luciferase Mdm2/MdmX complementation, luminescence | inhibition, % at 8 µM | hit rate 3% among 330,000;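 active = inhibition of at least 50% at 8 µM in the primary screen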
Gli-Sufu antag = blocks Gli-Sufu signaling in a luciferase reporter; Sufu-KO-LIGHT fibroblasts, Gli luciferase reporter luminescence; inhibition, % at 5 µM; hit rate 0.74% among 340,000;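 active = inhibition above about 55%, limit read from the data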;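 note: 0% = DMSO-treated cells and 100% = wells with medium but no cells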
EBI2 block = antagonists of human EBI2 receptor; P32249; EBI2 beta-arrestin recruitment, luminescence, 7a,25-OHC stimulated; inhibition, % at 5 µM; hit rate 0.81% among 360,000; AID 651636; in the data active = inhibition above about 38%;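 note: enzyme fragment complementation signal reports receptor beta-arrestin coupling in cells; 0% = agonist plus DMSO wells and 100% = wells without agonist; some results beyond the cut were filed as inactive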
UPR XBP1 act = adaptive UPR (XBP1) activation. CHO-XBP1 luciferase reporter, IRE1-XBP1 UPR activation, luminescence; percent of tunicamycin response, DMSO as zero. activation, % at 20 µM. hit rate 0.33% among 330,000. AID 463104;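 active = versus positive control, 20 µM dose yields 30% or more activation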;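 note: 100% = tunicamycin at 10 µg/mL and 0% = DMSO only wells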
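Test system: CHO-XBP1 luciferase reporter cells | Buffer or medium: Serum-containing F12 medium, 10% FBS | Schedule: 6 h compound exposure at 37 °C, 5% CO2 | Detection: Steady-Glo luciferase glow luminescence, 10 min after reagent addition | Read-out basis: Activation, % of tunicamycin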
CXCR6 block = CXCR6 (human) receptor inhibition | O00574 | CHO-K1 PathHunter CXCR6 beta-arrestin, luminescence | inhibition, % at 20 µM | hit rate 0.36% among 360,000 | AID 602244; in the data active = inhibition above about 34%, passing the limit was not always enough;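 note: antagonist mode with CXCL16 agonist at 10 nM final; 0% = 10 nM CXCL16 with DMSO and 100% = unstimulated wells without agonist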
Target sequence (O00574 whole entry, looked up): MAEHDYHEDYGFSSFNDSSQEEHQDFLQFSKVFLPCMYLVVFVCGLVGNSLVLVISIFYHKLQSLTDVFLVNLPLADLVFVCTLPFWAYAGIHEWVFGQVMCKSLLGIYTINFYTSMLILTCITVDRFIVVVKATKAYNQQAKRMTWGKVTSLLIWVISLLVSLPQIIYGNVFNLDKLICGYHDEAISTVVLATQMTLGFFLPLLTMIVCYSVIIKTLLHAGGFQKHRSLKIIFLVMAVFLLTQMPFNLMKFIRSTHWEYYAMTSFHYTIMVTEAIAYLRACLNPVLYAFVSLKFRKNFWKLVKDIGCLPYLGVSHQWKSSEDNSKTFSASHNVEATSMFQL
CCR6 antag = antagonists of human CCR6 receptor; CHO-K1 CCR6 PathHunter beta-arrestin, luminescence, CCL20-stimulated; inhibition, % at 20 µM; hit rate 0.49% among 340,000;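 active = compounds whose inhibition of the agonist-driven luminescence signal at 20 µM reaches about 50%, limit read from the data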;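 note: cells stimulated with CCL20 at 14 nM final; plate controls were DMSO with CCL20 for no effect and DMSO without agonist for full effect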
Target sequence (P51684 whole entry, looked up): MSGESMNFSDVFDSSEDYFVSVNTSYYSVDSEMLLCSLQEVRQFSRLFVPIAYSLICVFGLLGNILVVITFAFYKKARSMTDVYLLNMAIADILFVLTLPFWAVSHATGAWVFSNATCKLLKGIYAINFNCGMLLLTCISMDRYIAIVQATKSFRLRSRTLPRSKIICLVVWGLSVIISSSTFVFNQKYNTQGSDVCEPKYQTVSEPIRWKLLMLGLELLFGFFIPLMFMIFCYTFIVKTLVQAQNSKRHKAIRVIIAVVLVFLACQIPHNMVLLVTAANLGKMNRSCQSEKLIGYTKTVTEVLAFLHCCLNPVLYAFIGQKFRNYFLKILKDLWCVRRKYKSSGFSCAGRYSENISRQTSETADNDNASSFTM
Jurkat NFkB inh = lowers PMA/ionomycin-induced NF-kB signal in Jurkat cells; PMA/ionomycin-induced NF-kB luciferase reporter, luminescence; inhibition, % at 4 µM; hit rate 0.53% among 330,000; AID 435003; in the data active = inhibition above about 50%
697 NFkB inh = inhibitors of the PMA/ionomycin-induced NF-kB reporter in 697 B cells; 697 B-cell NF-kB luciferase reporter, 16 h; inhibition, % at 4 µM; hit rate 0.33% among 330,000; AID 435022; in the data active = inhibition above about 35%
Numbers without * were called inactive; . = no result given. Compounds were not picked by outcome; 5% or so of the library scored in one or more.

SMILES	CHOP UPR activ	Mdm2 MdmX PPI	Gli-Sufu antag	EBI2 block	UPR XBP1 act	CXCR6 block	CCR6 antag	Jurkat NFkB inh	697 NFkB inh
O=C(c1ccc2c(=O)n(C3CCCC3)c(=S)[nH]c2c1)N1CCCCCC1	1.2	20	57*	-2	0	5	11	16	-26
Cc1nn(C(=O)CNC(=O)c2ccccc2)c(C)c1C	3.2	-15	10	-3	3	-1	-3	0	10
O=C(NCCC1CCCCN1S(=O)(=O)c1cccs1)C(=O)Nc1ccccc1 (configuration not stated)	3.2	2	-4	-5	2	-5	9	-5	-6
Cc1csc(NC(=O)c2c(-c3c(F)cccc3Cl)noc2C)n1	0.9	10	-5	2	0	4	18	17	23
COc1ccc(OCc2cc(C(=O)N(C)C3CCOC3)no2)c(Cl)c1 (configuration not stated)	3.5	13	-25	-8	0	8	10	-12	7
COc1cc(/C=C(\C#N)c2nc3ccccc3s2)ccc1OCC(=O)Nc1ccccc1	.	.	1	-7	.	8	-1	.	.
CCOC(=O)NC1C=CS(=O)(=O)C1 (configuration not stated)	-0.7	13	5	-1	-1	-8	2	1	7
CN(C)c1ccc(C(CNC(=O)c2ccccc2Br)c2c[nH]c3ccccc23)cc1 (configuration not stated)	-1.1	14	-6	-12	-4	1	21	-5	10
CCOc1ccc(/C=N/NC(=O)CC(=O)NCc2ccccc2)cc1	-0.2	5	-6	-5	-1	-3	9	2	-9
O=C(Nc1nc2c(Br)cccc2s1)C1CC1	2.0	3	-3	-14	1	-2	10	-14	5
Cc1cc(N2CCN(C3CCCCC3)CC2)n2nc(C)nc2n1	0.3	10	1	-13	3	4	-13	1	6
CS(=O)(=O)N1CCC(C(=O)NCCC2=CCCCC2)CC1	0.2	-9	0	-4	0	2	-10	16	1
CCc1ccc(N(CC(=O)NC2CCCCC2)C(=O)CNC(=O)c2ccco2)cc1	-0.2	12	14	-4	1	-3	7	-6	9
Cc1ccc([N+](=O)[O-])c(OCCN2CCCCCC2)c1	-1.6	-2	12	-7	-5	-16	0	15	-3
CC(C)Oc1cc(NC(=O)CS(=O)(=O)CC(=O)N(C)C)c(Cl)cc1Cl	-1.4	-19	-11	1	-2	-2	13	-34	-6
COc1ccc(CN(C)C(=O)CSc2nnc(C3CC3)n2C2CC2)cc1	1.0	25	-3	-3	0	1	13	-6	-17
COCC(C)NC(=O)/C=C/c1ccc(OC)cc1 (configuration not stated)	0.9	25	-11	5	1	1	10	-31	-14
COC(=O)c1cn(CC(=O)NC2CCCCC2)c2ccccc12	1.1	16	7	-1	1	-6	16	-11	-10
CCc1ccc(NC(=O)CN2CCCN(S(=O)(=O)c3ccc(F)cc3)CC2)cc1	-0.6	18	3	11	-3	-2	4	-16	11
COc1cc(C)c(CN2CCC(n3nccc3NC(=O)C3CCOC3)CC2)cc1C (configuration not stated)	0.6	17	59*	-8	-3	-2	11	-25	-4
Cn1cccc1C(=O)C(=O)Nc1ccccc1C(F)(F)F	5.3	-7	-35	-1	3	4	-8	-35	-23
CSCCC(NC(=O)c1ccc(Cl)cc1)C(=O)OCC(=O)Nc1ccc(C#N)cc1 (configuration not stated)	4.2	8	5	-3	-1	-18	4	9	-2
CC(=O)Nc1ccc(OCC(O)CN2CCN(S(=O)(=O)c3ccc(NC(C)=O)cc3)CC2)cc1 (configuration not stated)	0.0	-4	.	-8	-2	6	-9	10	19
Cc1cc(NC(=O)Cn2nc(C(F)(F)F)c3c2CCC3)no1	0.9	25	6	0	0	6	-12	2	23
Cc1cc(NC(=O)c2cc([N+](=O)[O-])cc([N+](=O)[O-])c2C)no1	0.0	-36	-1	-20	-4	-16	-14	-6	15

2 of the compounds above, with two lines to a compound.
The line under a structure holds: CHOP UPR activ	Mdm2 MdmX PPI	Gli-Sufu antag	EBI2 block	UPR XBP1 act	CXCR6 block	CCR6 antag	Jurkat NFkB inh	697 NFkB inh
> CC(=O)Nc1ccc(OCC(O)CN2CCN(S(=O)(=O)c3ccc(NC(C)=O)cc3)CC2)cc1 (configuration not stated)
    0.0	-4	.	-8	-2	6	-9	10	19
> Cc1cc(NC(=O)Cn2nc(C(F)(F)F)c3c2CCC3)no1
    0.9	25	6	0	0	6	-12	2	23

Six entries drawn at random from the list so far:
SMILES	CHOP UPR activ	Mdm2 MdmX PPI	Gli-Sufu antag	EBI2 block	UPR XBP1 act	CXCR6 block	CCR6 antag	Jurkat NFkB inh	697 NFkB inh
Cn1cccc1C(=O)C(=O)Nc1ccccc1C(F)(F)F	5.3	-7	-35	-1	3	4	-8	-35	-23
CCc1ccc(NC(=O)CN2CCCN(S(=O)(=O)c3ccc(F)cc3)CC2)cc1	-0.6	18	3	11	-3	-2	4	-16	11
O=C(Nc1nc2c(Br)cccc2s1)C1CC1	2.0	3	-3	-14	1	-2	10	-14	5
Cc1nn(C(=O)CNC(=O)c2ccccc2)c(C)c1C	3.2	-15	10	-3	3	-1	-3	0	10
CC(=O)Nc1ccc(OCC(O)CN2CCN(S(=O)(=O)c3ccc(NC(C)=O)cc3)CC2)cc1 (configuration not stated)	0.0	-4	.	-8	-2	6	-9	10	19
COc1ccc(OCc2cc(C(=O)N(C)C3CCOC3)no2)c(Cl)c1 (configuration not stated)	3.5	13	-25	-8	0	8	10	-12	7

Back to the main list, starting three compounds before the break.
SMILES	CHOP UPR activ	Mdm2 MdmX PPI	Gli-Sufu antag	EBI2 block	UPR XBP1 act	CXCR6 block	CCR6 antag	Jurkat NFkB inh	697 NFkB inh
CC(=O)Nc1ccc(OCC(O)CN2CCN(S(=O)(=O)c3ccc(NC(C)=O)cc3)CC2)cc1 (configuration not stated)	0.0	-4	.	-8	-2	6	-9	10	19
Cc1cc(NC(=O)Cn2nc(C(F)(F)F)c3c2CCC3)no1	0.9	25	6	0	0	6	-12	2	23
Cc1cc(NC(=O)c2cc([N+](=O)[O-])cc([N+](=O)[O-])c2C)no1	0.0	-36	-1	-20	-4	-16	-14	-6	15
O=C(Cc1nnc(NC(=O)c2ccccc2)s1)N/N=C/c1cccc(O)c1	0.3	-21	-13	-10	0	-5	-2	16	-22
O=C(O)c1cccc2c1C(=O)c1ccc(Cl)cc1S2(=O)=O	-0.8	0	8	11	-1	1	15	9	13
O=C(C1CC(c2ccc(F)cc2)=NO1)N1CCc2ccccc2C1 (configuration not stated)	0.2	-7	-8	2	1	4	3	-15	11
CCOC(=O)c1ccccc1NC(=O)Cn1cnc2c(cnn2-c2ccc(F)cc2)c1=O	.	.	4	4	.	9	1	.	.
C[C@H]1CCC(=O)N([C@H](CC#N)Cc2ccccc2)CC1	-0.2	11	0	-4	1	-4	1	15	9
CCCC(=O)Nc1cc(C)c(NC(=O)c2ccncc2)cn1	-1.9	4	-3	-1	-2	-5	-6	2	-9
COCCCNC(=O)C[C@H]1C[C@H](C(=O)N2CCOCC2)[C@@]2(CCC3CCCC3)c3[nH]c4cc(-c5ccco5)ccc4c3CCN2C1=O	3.3	6	-6	4	3	11	13	.	-8
C/C(=N\NC(=O)C1CC1)c1ccccc1O	2.6	-25	1	1	2	-6	-8	-7	7
COCCn1c(SCC(=O)NC2CCCCC2)nc2c(c1=O)SCC2	-1.7	8	7	-4	-2	7	5	2	0
Cc1noc(C)c1C(=O)N1CCOCC1	-0.7	17	-11	2	-3	-4	3	-3	14
O=C(Nc1nc2c(F)cc(F)cc2s1)C1CC1	3.9	-10	-41	-5	5	0	-1	-12	-38
CCn1cnc2sc(C(=O)Nc3ccccc3OC)c(C)c2c1=O	-1.7	7	-16	1	0	6	-7	1	16
COc1ccc(OC)c(NC(=O)Cn2c(=O)oc3ccccc32)c1	-2.0	11	0	-9	-1	-1	-21	8	2
Clc1ccc(-n2ncc3c(N4CCCCCC4)ncnc32)cc1	-10	91*	.	1	-9	0	4	16	-141
CNC(=O)C1CC(=O)N(CCc2ccc(OC)c(OC)c2)C(=Nc2ccc(F)cc2)S1 (configuration not stated)	0.8	14	-19	-3	2	7	1	-9	6
CC(C)CCN(CCC(C)C)CC(O)Cn1c2ccccc2c(=O)c2ccccc21 (configuration not stated)	-1.8	-3	12	13	0	-1	8	10	-7
CCCN1CCC(NC(=O)Cc2ccccc2C)CC1	0.4	15	1	-10	-3	-3	9	2	-4
COc1cccc(NC(=O)CN(C)CC(=O)NCc2ccc(F)cc2)c1	-0.6	14	4	-2	0	-3	11	8	16
CC(NC(=O)CN1C(=O)NC2(CCCCC2)C1=O)c1ccc(S(N)(=O)=O)cc1 (configuration not stated)	.	.	-2	-16	.	-6	14	.	.
CN1CCN(C(=O)/C(=C/c2cn(S(=O)(=O)N(C)C)c3ccccc23)NC(=O)c2ccccc2)CC1	0.2	23	8	-9	-3	1	15	15	-4
COCCNC(=O)CN(C(=O)c1ccc(N2CCCC2)nc1)c1ccccc1	-1.3	10	8	-7	-4	5	-10	10	24
O=C(NC(=O)c1ccc(F)cc1)Nc1nc(-c2cccs2)cc(C(F)(F)F)n1	0.2	16	-1	0	8	14	-15	15	-1
COc1ccc(NC(=O)CC(c2ccccc2)c2ccco2)cc1 (configuration not stated)	0.7	9	2	7	-3	3	10	1	-14
CCCS(=O)(=O)Nc1cccc(-c2nc3cccnc3s2)c1	0.2	-6	-11	-9	-1	-4	15	1	-11
c1ccc(CSc2nc3ccccc3[nH]2)cc1	3.5	-167	-86	9	0	-3	11	-129	-140
CC(C)(C)c1ccc(OCC(=O)NCCN2CCOCC2)cc1	1.0	-5	-8	6	-4	0	6	-5	-22
COc1ccc(CCNS(=O)(=O)c2cc3c4c(c2)CCN4C(=O)CC3)cc1OC	0.4	-2	-1	-7	-3	3	1	-11	-4
O=C1CC(c2ccc(Br)cc2)NC(c2ccc(Br)cc2)C1c1ccccc1 (configuration not stated)	-0.7	36	.	.	-2	.	.	1	6
CC1CC(C)CN(CCCNC(=O)c2ccc(N3CCCC3=O)cc2)C1 (configuration not stated)	-1.9	-6	7	-4	-3	-13	6	1	-1
CC(=O)Nc1sc(NC(=O)c2ccc([N+](=O)[O-])cc2)nc1-c1cccs1	3.6	22	8	-1	-1	20	24	9	16
Cc1c(C)c2c(OCC(=O)N[C@@H](CC(C)C)C(=O)O)cc3c(c2oc1=O)CCC(C)(C)O3	-0.1	15	15	1	-3	2	8	-8	-1
COC(=O)c1ccc(C(=O)OC)c(NC(=O)C2CCCO2)c1 (configuration not stated)	0.7	9	3	-8	-4	0	4	13	7
CCN(CC)C(=O)Cn1cc(S(=O)(=O)Cc2cccc([N+](=O)[O-])c2)c2ccccc21	1.9	-10	-6	5	0	2	-5	9	11
CCOc1ccc(S(=O)(=O)NCc2ccc(Cl)cc2)c2cccnc12	-1.0	-6	-4	-5	-2	-9	1	11	18
CCN1CCN(C(=S)Nc2cc(C(=O)OC)ccc2C(=O)OC)CC1	-0.1	-14	-34	9	-1	3	-5	2	9
